Compound activity from PubChem.
Akt phos inh – blocks phosphorylation of Akt; Neuro2A IGF-stimulated pAkt S473 HTRF, 20 min; active compounds read low; activity change, % for hits at 50 µM; hit rate 0.32% among 360,000; AID 651550; in the data active = activity change below about -80%; inconclusive = mostly about -51% to -80%; note: % is set by controls: 0 for no effect and ±100 for the full control effect
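Neuro2A cells in DMEM with 0.5% FBS, overnight at 37 deg C, given compound at single 50 µM final, then IGF (6 nM final) for 20 min at 37 deg C. Lysed; phospho-Akt Ser473 by HTRF after 24 h, 665/615 ratio.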
HepG2 viability – counter-screen for TGF-b inhibitors: cytotoxicity in HepG2 cells | hit rate 0.76% among 410,000 | HepG2 CAGA-GFP viability, ATP luminescence, 18 h | Potency, µM (titrated, usually from 46.1 µM), for the others: top-dose activity change, negative = cytotoxicity, actives largely listed as cytotoxic; note: potency is the fitted concentration of half-maximal effect; some results filed as inactive show a strong effect at the top dose
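CellTiter-Glo luminescence gave cytotoxicity after 18 hours at 37 degrees C. The cells were HepG2 CAGA-GFP in 1% FBS DMEM, stimulated with 500 pg/mL TGF-beta after compound addition. %Activity was normalised to no-cell wells (complete cell-killing) and DMSO (no toxicity), and curves were fitted and classified.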
A549 viability – kills or reduces viability of A549 cells in Nrf2 counter-screen. A549 ARE-Fluc cells, CellTiter-Fluor viability, 18-24 h. Potency, µM (series often up to 46 µM), for the others: at the highest dose activity change, negative = cytotoxicity, usual class: inhibitors. hit rate 0.16% among 390,000. AID 504648; note: potency is the fitted concentration of half-maximal effect; % is set by controls: 0 for no effect and ±100 for the full control effect
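Cytotoxicity counterscreen: CellTiter-Fluor fluorescence was measured in A549 ARE_Fluc cells after 18-24 h of compound exposure in a concentration series. The subsequent BugLite luminescent read reports ARE-luciferase activity.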
MmCpn inh – inhibitors of Methanococcus maripaludis chaperonin (MmCpn) | purified Mm-Cpn ATPase, ADP Transcreener TR-FRET | Potency, µM (top dose mostly 76.9 µM), inactives show top-dose activity, negative = inhibition, most hits filed as inhibitors | hit rate 0.031% among 330,000 | AID 504842; note: potency is the fitted concentration of half-maximal effect; % is set by controls: 0 for no effect and ±100 for the full control effect; nearly all actives have a fitted effect of over 80% in size
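Purified archaeal Mm-CPN (25nM final) preincubated 10 min at 37degC with compound, then 10uM ATP for 30 min at 37degC; ADP measured by HTRF Transcreener TR-FRET; buffer 30 mM TRIS pH 7.4, 100mM KCl, 5mM MgCl2, 1mM DTT.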
CCT modulator – modulators of cytosolic chaperonin (CCT/TRiC) activity; purified chaperonin ATPase assay, HTRF ADP detection, 30 min; activity change, % (no concentration beside the values), hits read low; hit rate 0.3% among 360,000; in the data active = activity change below about -30%; note: % is set by controls: 0 for no effect and ±100 for the full control effect
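First, chaperonin was dispensed at 40 nM or 20 nM final depending on batch activity. Next, compounds were pinned at 76 uM and ATP added at 10 uM. After 30 min at 37 °C, ADP detection reagents ran 30 min at ambient temperature.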
TGFb inhibitor – blocks TGF-b signaling; HepG2 CAGA-GFP TGF-b/SMAD3 reporter, GFP fluorescence, 18 h; TGF-beta stimulated, 500 pg/mL final; Potency, µM (doses to about 46.1 µM), for inactives: top-dose activity, negative = inhibition, actives largely listed as inhibitors; hit rate 1.2% among 410,000; AID 588855; note: potency is the fitted concentration of half-maximal effect; % is set by controls: 0 for no effect and ±100 for the full control effect; nearly all actives have a fitted effect of over 65% in size
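First, reporter cells (HEPG2 CAGA-GFP) rested 2 h at 37 degrees C. Next, compounds were pinned in and TGF-beta added to 500 pg/mL final. After 18 h, GFP was imaged per cell and summed per well.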
Abeta yeast res – restores growth of yeast expressing A-beta42 peptide; yeast expressing A-beta42, growth rescue, OD600, 48 h; response scale: 0% DMSO, 100% iron-clioquinol control; Potency, µM (doses to about 46.1 µM), for inactives: at the highest dose growth rescue, usual class: activators; hit rate 0.063% among 410,000; note: potency is the fitted concentration of half-maximal effect; nearly all actives have a fitted effect of over 55% in size
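Yeast growth medium received pinned compounds, then yeast cells expressing toxic A-beta were added; plates incubated at 30 C for 48 hr. Growth read as absorbance at 600 nm, normalized to DMSO and equimolar FeCl3 plus clioquinol controls.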
Nrf2 block – Nrf2 pathway inhibition | A549 ARE-Fluc reporter, luciferase luminescence, 18-24 h | AID 504444 | Potency, µM (top dose mostly 46 µM), inactives show at the top dose activity change, negative = inhibition, actives largely listed as inhibitors | hit rate 2.1% among 360,000; note: potency is the fitted concentration of half-maximal effect; % is set by controls: 0 for no effect and ±100 for the full control effect; nearly all actives have a fitted effect of over 60% in size
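Nrf2 activity is the BugLite luminescence, read 15 min after reagent at room temperature, following CellTiter-Fluor cytotoxicity readout (30 min, 37C). Compound titrations were applied for 18-24 h to 5000 A549 ARE_Fluc cells/well in 5% FBS OPTI-MEM.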
Nrf2 activator – activates Nrf2 signaling; Potency, µM (titrated, usually from 46.1 µM), inactives show at the highest dose activation, actives largely listed as activators; hit rate 0.31% among 410,000; AREc32 ARE-luciferase reporter (MCF7-derived line), luminescence, 24 h; AID 624171; note: potency is the fitted concentration of half-maximal effect; % of control where 0% means no effect; nearly all actives have a fitted effect of over 65% in size
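AREc32 cells carrying an ARE-driven firefly luciferase reporter were seeded at 1000 cells/well in OPTI-MEM with 5% FBS, then exposed to compound for 24 hr at 37 deg C. Luminescence was read with Steady-Glo after 30 min at RT.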
The depositor's hits bear a star; i = inactive; ? = inconclusive; . = no result given; [ ] = dose if it differs, or a comment. Unless noted, calls come from the whole dose curve; as a rule, active = well fitted curve in the direction sought with a large enough effect; inconclusive = small, poorly fitted or top-dose-only effect, or another doubt; inactive = no such curve, though single readings can be large; an effect the other way counts as inactive or inconclusive.

structure	Akt phos inh	HepG2 viability	A549 viability	MmCpn inh	CCT modulator	TGFb inhibitor	Abeta yeast res	Nrf2 block	Nrf2 activator
NCCCC[C@H]1CNC(=O)C(=O)N1CCc1cccc(F)c1	i	-3%	-4%	1%	0.2	1%	-5%	-3%	-0.3%
COc1ccc(CCNC(=O)CSc2nc3ccccc3o2)cc1	i	9%	0%	2%	-1.1	10%	6%	11%	-0.4%
COc1cccc(CNC(=O)COC(=O)c2nc(Cl)c(Cl)c(Cl)c2Cl)c1	i	-23%	-4%	-2%	1.2	?	-17%	7%	?
CCc1nc(SCc2ccc(OC)c(Br)c2)n[nH]1	i	3%	-1%	0%	-3.0	-1%	-15%	?	2.8%
N#C/C(=C(/O)CN1CCOCC1)c1nc(-c2ccccc2)cs1	i	-2%	0%	0%	1.0	-10%	9%	6%	-0.1%
Cc1cccn2c(=O)c3cc(C(=O)NC4CCCC4)c(=N)n(C4CCCC4)c3nc12	i	-24%	?	0%	-1.4	0%	-4%	6%	0.2%
COc1cc(CNCc2cccs2)ccc1OCC(=O)NC(C)(C)C	i	-17%	3%	1%	0.3	-9%	0%	4%	2.4%
COc1nc(NCCc2ccc(OC)c(OC)c2)nc(OC)n1	i	4%	-3%	.	-1.3	7%	11%	.	0.3%
CCOC(CNC(=O)C(=O)Nc1cc2c3c(c1)CCN3C(=O)CC2)OCC	i	-9%	7%	-1%	-2.2	-4%	-3%	-8%	1.6%
COc1ccc(CN(CC(=O)NC2CCCC2)C(=O)CCC(=O)Nc2nc(C)cs2)cc1	i	2%	1%	-4%	0.2	16%	-2%	1%	0.3%
COc1ccc(NC(=O)C[C@H]2C(=O)N(CCc3ccccc3)C[C@@H]2CSC)cc1	i	-19%	.	.	0.4	4%	-7%	.	-0.9%
C=CCS(=O)(=O)N1CCCC(N2CCN(c3ccccc3OC)CC2)C1 (stereo not given)	i	-5%	-4%	1%	0.3	16%	3%	-4%	0.5%
COC(=O)c1sc(NC(=O)/C=C/c2ccccc2Cl)nc1C	i	1%	-1%	-1%	-0.5	1%	1%	-4%	0.7%
Cc1ccc(-c2csc(NC(=O)CSc3nc4ccccc4o3)n2)cc1	i	-71%	10%	2%	1.8	?	11%	2%	0.1%
CN(C)C(=O)CSc1nc2ccccc2n1CC(=O)N1CCN(c2ccccc2)CC1	i	4%	-1%	-1%	-0.3	-1%	4%	3%	0.2%
CC1(c2ccccc2)NC(=O)N(CC(=O)N2CCc3ccccc32)C1=O (stereo not given)	i	-38%	.	.	-0.2	-17%	9%	.	-0.8%
O=C(O/N=C(\c1ccccc1)c1ccncc1)c1ccccc1F	i	-45%	2%	-23%	1.0	0%	-51%[inhibitor]	1%	-0.2%
O=C(CSc1nnc(NC(=O)c2ccc(F)cc2)s1)NC1CCCC1	i	-15%	-3%	-1%	-0.5	7%	-5%	-1%	-0.6%
CCn1cc(C(=O)OCC(=O)c2ccccc2)c(=O)c2ccc(C)nc21	i	0%	8%	1%	-0.6	-17%	-13%	-10%	0.4%
CC(=O)Nc1cc(C(=O)NCc2ccco2)ccc1Sc1ccc(C)cc1	i	-6%	19%	-7%	1.2	-14%	-1%	16%	-0.5%
O=c1[nH]c(-c2ccccc2)nn1-c1ccc(Br)cc1Br	i	-11%	2%	0%	-0.1	3%	8%	0%	-0.4%
COc1ccc(OC(C)C(=O)Nc2cccc(F)c2)cc1 (stereo not given)	i	14%	9%	-2%	-3.0	25%	-3%	-28%	-0.4%
COCCCNC(=S)Nc1ccccc1C	i	-9%	2%	-1%	-4.0	-5%	-6%	11%	0.4%
COc1ccc(NC(=O)C2CC(=O)OC23CCCCC3)cc1 (stereo not given)	i	-4%	-15%	0%	0.3	0%	22%	2%	0.1%
COC(=O)c1sccc1NC(=S)Nc1cc(C)cc(C)c1	i	-14%	6%	-3%	-0.8	0%	2%	-9%	2.6%
COc1ccc(-c2c(C#N)c(N)nc3c2c(=O)n(C)c(=O)n3C)cc1Cl	i	-19%	-7%	.	-1.7	-13%	3%	-3%	0.7%
Cc1ccc(OCC(=O)Nc2cc(C)on2)c([N+](=O)[O-])n1	i	0%	-2%	1%	3.2	14%	4%	?	2.4%
S=C(NCCCc1cnc[nH]1)NCCCN(CCc1ccc(Cl)cc1)c1ccc(Br)cn1	.	10µM*	24%	.	.	?	.	15%	.
CCCCCCNC(=O)CCNC(=O)c1cc(OC)c(OC)c(OC)c1	i	4%	16%	0%	1.9	-4%	-11%	.	-0.1%
CC(C)N(Cc1cn(C)nc1-c1cccc(Cl)c1)CC1CCC(=O)N1 (stereo not given)	i	-30%	4%	1%	-1.4	-19%	7%	6%	-0.4%
Cc1cccc(Nc2ccccc2C(=O)OCC(=O)NCc2ccco2)c1C	i	-40%	-8%	-2%	-0.5	22%	14%	-7%	14%
Cn1nnnc1SCC(=O)c1cccs1	i	9%	-5%	1%	1.8	19%	-30%	8%	3.8%
Cc1ccc(S(=O)(=O)NCC(=O)OCc2ccccc2)cc1	i	-13%	0%	1%	-3.1	9%	13%	3%	-0.4%
C[C@H]1CN([C@@H](C)CO)S(=O)(=O)c2ccc(C#CC(C)(C)O)cc2O[C@H]1CN(C)Cc1ccccc1	i	-43%	.	.	0.5	-15%	-8%	.	-0.8%
O=C(Nc1ccc(S(=O)(=O)Nc2nccs2)cc1)c1ccncc1	i	1%	.	.	-1.8	3%	-13%	.	-0.6%
Cc1c(C(=O)Nc2ccc3c(c2)OCCO3)cnn1C	i	-5%	-9%	0%	-0.6	13%	1%	?	-1.2%
Cc1ccc(NC(=S)NNC(=O)c2ccccc2O)c(C)c1	i	-33%	-9%	3%	-1.1	?	-15%	?	2.5%
COc1ccc(-n2c(C)cc(C3=NNC(=NC4CC4)SC3)c2C)cc1	i	-47%	4%	-3%	-3.5	?	-27%	?	6.7%
O=c1c2ccccc2c(-c2ccccc2)nn1-c1cc(Cl)ccc1[N+](=O)[O-]	i	21%	-16%	1%	0.0	3%	-6%	?	2.5%
COc1ccc(Cl)cc1NC(=O)CN(C)Cc1cccs1	i	2%	-18%	-1%	0.2	16%	11%	?	2.1%

An excerpt from above with just TGFb inhibitor.
canonical_smiles	TGFb inhibitor
Cc1cccn2c(=O)c3cc(C(=O)NC4CCCC4)c(=N)n(C4CCCC4)c3nc12	0%
COc1ccc(NC(=O)C2CC(=O)OC23CCCCC3)cc1 (stereo not given)	0%

(list continues)
structure	Akt phos inh	HepG2 viability	A549 viability	MmCpn inh	CCT modulator	TGFb inhibitor	Abeta yeast res	Nrf2 block	Nrf2 activator
O=C(CSc1nnc2c(n1)[nH]c1ccccc12)NC1CCCCC1	i	-21%	0%	1%	-1.3	-2%	-4%	3.7µM*	2.0%
CCOC(=O)c1cc2c(C)n(-c3ccc(N(C)C)cc3)c(C)c2cc(C(=O)OCC)c1=O	i	7%	-3%	-1%	-1.9	14%	1%	-12%	-0.9%
O=c1[nH]cccc1-c1nc2ccccc2n1Cc1cccc(Cl)c1	i	-15%	7%	-3%	-4.6	?	-13%	0%	-0.2%
CN1CCCN(CC(O)COCc2cccs2)CC1 (stereo not given)	i	4%	1%	2%	-3.7	17%	4%	4%	0.1%
CCN1CCN(C(=O)CCc2ccc(S(=O)(=O)NCCc3ccccc3)cc2)CC1	i	9%	2%	-6%	0.0	-29%	8%	.	0.7%
Cc1ccc(S(=O)(=O)NC(=O)c2cc(C)n(C3CC3)c2C)cc1	i	-62%	0%	-1%	0.2	-1%	11%	-6%	0.3%
COc1ccc(OC)c(/C=C/C(=O)OCC(=O)c2c(N)n(C)c(=O)n(C)c2=O)c1	i	-2%	1%	0%	-4.7	-3%	6%	-2%	0.2%
Cc1ccc([C@H]2C[C@@H](n3cc(C4CC4)nn3)[C@H](O)CN2C(=O)c2cccs2)cc1	i	-4%	.	.	-7.1	5%	0%	.	-0.4%
O=C1OC(OC2CCCCC2)(c2ccccc2)c2ccccc21 (stereo not given)	i	-13%	5%	-2%	-0.8	-2%	-8%	-5%	-0.3%
CSCCCN1CC[C@@H](N2CCN(c3ccccc3F)CC2)[C@H](O)C1	i	-25%	2%	-16%	1.2	-2%	19%	20%	0.0%
CSCCC(NS(=O)(=O)c1ccc2c(c1)oc(=O)n2C)C(=O)N1CCN(c2ccc(F)cc2)CC1 (stereo not given)	.	2%	8%	.	.	-8%	-14%	.	-1.4%
CCOC(=O)N1CCC(NC(=O)c2cnn(-c3ccccc3)c2C2CCN(C(=O)OC(C)(C)C)CC2)CC1	.	-14%	-1%	.	.	-18%	-13%	17%	0.2%
Cc1cc(-c2ccccc2)c2c(n1)sc1c(O)cc(=O)[nH]c12	i	27%	6%	-9%	3.0	8%	1%	3%	-0.2%
CCCOc1ccc(NC(=O)C(=O)NCCCN2CCOCC2)cc1	.	-22%	-1%	.	.	-20%	-5%	-19%	-2.6%
CCCCCC(=O)N1CC2(CC(c3cccc(NC(=O)CC)c3)=NO2)C[C@H]1C(N)=O (stereo not given in full)	i	6%	-2%	2%	0.5	10%	5%	1%	-0.1%
